OXTR potentiator – potentiators of human oxytocin receptor. P30559. CHO-OTR cells, Fluo-8 calcium fluorescence, potentiator mode; 0% = oxytocin EC15, 100% = EC100. activation, % at 3 µM. 320,000 compounds, 0.061% hits. AID 2445;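 active = activation above that plate's cutoff, the mean activation of tested compounds plus 3 SD, cut at about 6.6% in these data, passing the limit was not always enough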;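 also: 100% uses oxytocin at 75 nM as the full agonist control; some results filed as inactive read as strong as hits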
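Replication – single well per compound, singlicate · Assay system – CHO cell line stably expressing human OTR · Timing – 6 min pre-incubation, 100 s read · Measure – normalized max/min fluorescence ratio, % activation · Doses – 3.0 µM, one dose · Detection – Fluo-8 calcium dye fluorescence · Probe or stimulus – oxytocin near EC15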
M1 ag parental – nonselective activator or artifact in parental CHO-K1 cells | Fluo-8 calcium fluorescence; scaled to maximal ATP response, vehicle zero | activation, % at 3 µM | 360,000 compounds, 0.48% hits; in the data active = activation above about 15%;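 also: untransfected CHO-K1 host cells lacking M1 receptor as counterscreen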
TAAR1 agonist – human TAAR1 agonism; Q96RJ0; CHO RD-HGA16 TAAR1, Fluo-8 calcium fluorescence; vehicle wells 0%, saturating PEA agonist 100%; activation, % at 3 µM; 360,000 compounds, 0.99% hits;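 active = activation above the mean activation of all test compounds in the run plus 3 SD, cut at about 38% in these data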
Target sequence (Q96RJ0 whole entry, looked up): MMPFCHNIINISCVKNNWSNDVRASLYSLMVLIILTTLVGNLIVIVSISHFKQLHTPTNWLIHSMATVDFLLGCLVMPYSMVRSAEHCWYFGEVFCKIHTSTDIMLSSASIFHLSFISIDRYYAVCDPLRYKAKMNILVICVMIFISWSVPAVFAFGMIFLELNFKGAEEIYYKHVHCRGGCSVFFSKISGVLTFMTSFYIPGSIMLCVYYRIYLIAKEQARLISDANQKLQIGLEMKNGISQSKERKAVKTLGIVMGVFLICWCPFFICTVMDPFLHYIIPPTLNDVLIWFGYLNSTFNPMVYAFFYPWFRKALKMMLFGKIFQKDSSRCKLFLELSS
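System: CHO RD-HGA16 cells carrying human TAAR1 plus Gα16; Incubation: 17-24 h seeding, 75 min 37 °C dye, 30 min RT; Measured by: Fluo-8 fluorescence, 5 s baseline then 140 s kinetic read; Control set: DMSO and PEA EC100; Replication: single well for each compound.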
CHRM1 agonist – human M1 muscarinic receptor agonism; P11229; CHO-K1 hM1, Fluo-8 calcium fluorescence, agonist mode; 0% DMSO, 100% acetylcholine EC100; 360,000 compounds, 0.33% hits; AID 588814; activation, % at 3 µM;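 active = activation above the run's mean compound activation plus 3 SD, cut at about 16% in these data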;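 also: peak over basal fluorescence ratio within a 140 s kinetic read after compound addition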
Target sequence (P11229 whole entry, looked up): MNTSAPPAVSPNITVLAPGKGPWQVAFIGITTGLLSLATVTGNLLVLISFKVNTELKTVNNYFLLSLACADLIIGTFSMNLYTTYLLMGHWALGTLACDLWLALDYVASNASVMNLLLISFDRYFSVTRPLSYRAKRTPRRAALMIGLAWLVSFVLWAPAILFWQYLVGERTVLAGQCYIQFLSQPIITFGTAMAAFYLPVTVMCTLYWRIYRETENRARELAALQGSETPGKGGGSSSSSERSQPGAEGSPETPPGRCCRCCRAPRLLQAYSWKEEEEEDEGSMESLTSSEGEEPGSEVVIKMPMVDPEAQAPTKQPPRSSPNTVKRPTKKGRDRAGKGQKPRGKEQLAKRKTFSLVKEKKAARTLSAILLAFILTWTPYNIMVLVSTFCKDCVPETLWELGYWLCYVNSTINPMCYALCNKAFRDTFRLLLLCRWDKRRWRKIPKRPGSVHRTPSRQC
CHO-K1 Ca antag – M1 antagonist counterscreen hit in parental CHO-K1 cells. inhibition, % at 3 µM. 360,000 compounds, 0.6% hits. ATP-induced calcium, Fluo-8 fluorescence;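 active = inhibition above a per-plate cutoff, the plate's mean sample inhibition plus 3 SD, cut at about 24% in these data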;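 also: 0% = DMSO plus EC80 ATP and 100% = DMSO alone without ATP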
CHO parental Ca – counter-screen: ATP calcium response change in parental CHO cells; 330,000 compounds, 0.63% hits; parental CHO-K1, ATP-induced calcium, Fluo-8 fluorescence; AID 463079; inhibition, % at 5.6 µM;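 active = inhibition above that plate's mean sample inhibition plus 3 SD, cut at about 26% in these data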;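 also: 0% = ATP-challenged DMSO wells and 100% = DMSO wells without ATP; some compounds past the cut are filed as inactive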
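Test system: parental CHO cells; detection: calcium-sensitive Fluo-8 fluorescence; evaluation: percent inhibition of calcium signal; also added: ATP as calcium-mobilizing challenge; repeats: one well per compound; control set: ATP-challenged DMSO wells low, unchallenged DMSO wells high; compound: single nominal dose of 5.6 µM per compound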
TAAR1 antag – antagonists of human TAAR1 | CHO RD-HGA16 TAAR1, Fluo-8 calcium fluorescence, antagonist | Q96RJ0 | AID 624466 | inhibition, % at 3 µM | 360,000 compounds, 1.5% hits;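 active = inhibition above a per-plate cutoff, the mean inhibition of test compounds on that plate plus 3 SD, cut at about 49% in these data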;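 also: 0% = DMSO plus EC80 beta-PEA response and 100% = DMSO alone without agonist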
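System: RD-HGA16 CHO cells with stable hTAAR1 and Gα16 | Probe or stimulus: EC80 β-phenethylamine stimulus | Dosing: 3 µM, single point | Times: Dye loading 75 min at 37 °C, then 30 min room temperature | Measured by: Fluo-8 calcium-sensitive fluorescence | Read-out basis: % inhibition of agonist calcium response | Replicates: n of 1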
CHRM1 antagonist – antagonists of human M1 muscarinic receptor; P11229; CHO-K1 hM1, Fluo-8 calcium fluorescence, ACh EC80 antagonist; inhibition, % at 3 µM; 360,000 compounds, 1.3% hits;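 active = percent inhibition above its own plate's cutoff, namely the mean of that plate's compound wells plus 3 SD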;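 also: peak over basal fluorescence ratio during 140 s after agonist addition; 0% = ACh EC80 plus DMSO and 100% = DMSO alone without agonist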
CHO-K1 Ca PAM – M1 PAM counterscreen hit in parental CHO-K1 cells; ATP EC20, Fluo-8 calcium fluorescence; 0% at ATP EC20, 100% at ATP max; activation, % at 3 µM; 360,000 compounds, 0.02% hits; AID 602247;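 active = activation above the run cutoff, the mean activation of all test compounds plus 3 SD, cut at about 40% in these data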;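 also: peak over basal fluorescence ratio in a 140 s read after ATP addition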
* marks the source's active call; other numbers are inactive results; · = not tested or not shown.

Letter code – A = OXTR potentiator; B = M1 ag parental; C = TAAR1 agonist; D = CHRM1 agonist; E = CHO-K1 Ca antag; F = CHO parental Ca; G = TAAR1 antag; H = CHRM1 antagonist; I = CHO-K1 Ca PAM
Cc1cc(N/N=C/c2ccccc2)nc(NCc2ccccc2)n1
  A: -9; B: 1.4; C: 51*; D: -8; E: -12; F: -9; G: 28; H: -5; I: 21

COc1ccc(NC(=O)C2CCCN(S(=O)(=O)c3ccc4c(c3)oc(=O)n4C)C2)cc1OC (configuration not stated)
  A: -2; B: -0.5; C: 1; D: -6; E: 10; F: 1; G: -4; H: -8; I: 3

C/C(=N/NC(=O)c1ccc(Br)o1)c1ccc(C)o1
  A: -4; B: 0.0; C: 3; D: -4; E: -7; F: 7; G: 9; H: -18; I: 9

Cc1cn2c(-c3ccncc3)nnc2s1
  A: -6; B: 0.6; C: 12; D: -4; E: -7; F: -10; G: -7; H: 0; I: 13

C[C@H](NS(=O)(=O)c1ccc(Cl)cc1)C(=O)OCC(=O)c1ccc[nH]1
  A: -4; B: 0.3; C: 0; D: 0; E: 14; F: -15; G: 0; H: -2; I: -21

COCC(=O)N(C)C[C@H]1Oc2ncc(C#C[C@H](C)O)cc2C(=O)N([C@@H](C)CO)C[C@H]1C
  A: ·; B: -0.1; C: 2; D: 0; E: -8; F: ·; G: -16; H: 5; I: 4

Cc1cccc(C(=O)OCc2cc3ccccc3[nH]c2=O)c1
  A: -12; B: -0.1; C: 10; D: -4; E: -10; F: -25; G: 27; H: 5; I: 16

C[C@H](NC(=O)OCc1ccccc1)C(=O)N[C@@H](Cc1c[nH]c2ccccc12)C(=O)O
  A: -12; B: -0.4; C: 1; D: -3; E: 5; F: -4; G: 17; H: 17; I: -3

CCOc1ccc2nc(-c3ccccc3)[nH]c2c1
  A: -8; B: -0.1; C: 6; D: -3; E: 0; F: -17; G: -3; H: -9; I: 9

Cc1ccsc1C(=CCCN1CCC[C@@H](C(=O)O)C1)c1sccc1C
  A: -3; B: 0.3; C: 0; D: -6; E: 4; F: -5; G: -2; H: -29; I: 14

CSc1nc(-c2ccccc2)nn1C(=O)c1ccco1
  A: -6; B: 0.5; C: 14; D: -3; E: -3; F: -5; G: 13; H: -18; I: 15

CCOc1cc(/C=C2\C(=N)N3N=CSC3=NC2=O)ccc1OS(=O)(=O)c1ccccc1
  A: -3; B: 0.8; C: 2; D: -4; E: 1; F: -2; G: -7; H: -8; I: 12

CCCN1CCC(=O)N(CCSc2ccc(NC(C)=O)cc2)CC1
  A: -2; B: 0.6; C: 2; D: -11; E: -12; F: 0; G: 11; H: -8; I: 15

CCN(CC)S(=O)(=O)c1ccc(N2CCOCC2)c(NC(=O)c2ccc3c(c2)OCCO3)c1
  A: -4; B: 1.1; C: 1; D: -3; E: -9; F: -15; G: -21; H: -3; I: 3

CC(=O)N1CCOc2ccc(S(=O)(=O)NCC3CCC(C(=O)Nc4ccc(C)cn4)CC3)cc21 (configuration not stated)
  A: -9; B: 4.8; C: 7; D: 0; E: 4; F: -4; G: -7; H: 10; I: -5

Six entries from above, set out differently:
Fields: OXTR potentiator, M1 ag parental, TAAR1 agonist, CHRM1 agonist, CHO-K1 Ca antag, CHO parental Ca, TAAR1 antag, CHRM1 antagonist, CHO-K1 Ca PAM
> COc1ccc(NC(=O)C2CCCN(S(=O)(=O)c3ccc4c(c3)oc(=O)n4C)C2)cc1OC (configuration not stated)
 : -2, -0.5, 1, -6, 10, 1, -4, -8, 3
> C/C(=N/NC(=O)c1ccc(Br)o1)c1ccc(C)o1
 : -4, 0.0, 3, -4, -7, 7, 9, -18, 9
> Cc1cn2c(-c3ccncc3)nnc2s1
 : -6, 0.6, 12, -4, -7, -10, -7, 0, 13
> C[C@H](NS(=O)(=O)c1ccc(Cl)cc1)C(=O)OCC(=O)c1ccc[nH]1
 : -4, 0.3, 0, 0, 14, -15, 0, -2, -21
> COCC(=O)N(C)C[C@H]1Oc2ncc(C#C[C@H](C)O)cc2C(=O)N([C@@H](C)CO)C[C@H]1C
 : ·, -0.1, 2, 0, -8, ·, -16, 5, 4
> Cc1cccc(C(=O)OCc2cc3ccccc3[nH]c2=O)c1
 : -12, -0.1, 10, -4, -10, -25, 27, 5, 16

(continued)
Letter code – A = OXTR potentiator; B = M1 ag parental; C = TAAR1 agonist; D = CHRM1 agonist; E = CHO-K1 Ca antag; F = CHO parental Ca; G = TAAR1 antag; H = CHRM1 antagonist; I = CHO-K1 Ca PAM
O=C(O)c1ccc(C(=O)Nc2cccc3ccccc23)c(C(=O)O)c1
  A: ·; B: 0.3; C: -1; D: -2; E: 2; F: ·; G: -7; H: -16; I: -7

CCOC(=O)N1CCN(C(=O)CNC(=O)c2ccc(Cl)cc2Cl)CC1
  A: 0; B: -0.1; C: 1; D: -3; E: -17; F: -9; G: 10; H: -5; I: 8

N#Cc1cccc2c1-c1ccccc1/C2=N/NC(N)=O
  A: -17; B: 2.6; C: ·; D: -2; E: -6; F: -5; G: ·; H: 8; I: -11

CC(C)(C)Nc1nc(Cl)nc(NCc2ccccc2)n1
  A: -11; B: 0.5; C: 1; D: -4; E: -8; F: -17; G: -4; H: 4; I: -5

O=C(CCNC(=O)C1CCN(S(=O)(=O)c2ccccc2)CC1)NCc1ccncc1
  A: -3; B: 0.2; C: 2; D: -2; E: -4; F: 1; G: -1; H: 2; I: -12

C#CCOC(=O)Nc1ccc(=O)n(Cc2c(Cl)cccc2Cl)c1
  A: -7; B: 0.2; C: 22; D: -2; E: -1; F: -26; G: 10; H: -6; I: 4

Cc1ccc2[nH]c3c(c2c1)CCCC3NCCO (configuration not stated)
  A: -10; B: 0.9; C: 5; D: -1; E: 2; F: -10; G: -7; H: -13; I: -3

COc1ccc(CNC(=O)CN2CCN(S(=O)(=O)c3ccccc3)CC2)cc1
  A: 5; B: 0.5; C: 7; D: -3; E: 6; F: -10; G: -14; H: 20; I: -11

Cc1ccc(NC(=O)CSc2nnc(NC(=O)c3ccc(S(=O)(=O)N4CCOCC4)cc3)s2)cc1
  A: -3; B: 0.3; C: 1; D: -6; E: -6; F: 3; G: -2; H: -10; I: 13

COc1cccc(-c2noc(CCCC(=O)N3CCOCC3)n2)c1
  A: -7; B: 1.0; C: 1; D: -3; E: -7; F: 4; G: -13; H: -7; I: 14

CN(c1ccccc1C(=O)Nc1cccc(C(F)(F)F)c1)S(C)(=O)=O
  A: -6; B: 0.0; C: 12; D: -1; E: -9; F: -9; G: -19; H: -3; I: 17

CCNC(=O)Nc1ccc(S(=O)(=O)Nc2cnc(C)nc2C)cc1
  A: 1; B: 0.1; C: -3; D: -2; E: -5; F: -2; G: -4; H: -1; I: -12

CCn1cc(C(=O)N2CCN(c3ccc(OC)cc3)CC2)c(=O)c2cc(S(=O)(=O)N3CCOCC3)ccc21
  A: -15; B: 0.7; C: 1; D: -4; E: -6; F: 2; G: -31; H: -4; I: -7

O=C(c1ccco1)N1CCN(C(=O)c2ccc(COc3ccc(Cl)cc3Cl)o2)CC1
  A: -5; B: 1.3; C: 8; D: 1; E: 6; F: -21; G: 16; H: 3; I: 9

Cc1cc(C(=O)N2CCN(c3ncccn3)CC2)nn1C
  A: -3; B: 0.5; C: 1; D: -2; E: -5; F: -12; G: -9; H: -9; I: 14

COc1cccc(NC(=O)CN(C)C(=O)c2cc(S(=O)(=O)N3CCCCC3)ccc2Cl)c1
  A: 0; B: 3.1; C: 4; D: -3; E: -3; F: -29; G: 4; H: -12; I: 21

O=C(C[n+]1ccc(-c2nnc3n2CCC3)cc1)c1ccc(Cl)c(Cl)c1
  A: -1; B: 0.5; C: 2; D: -9; E: -16; F: -4; G: -1; H: -4; I: 34

Cc1ccc2c(c1)sc(-c1ccc(N(C)C)cc1)[n+]2C
  A: 1; B: -0.1; C: 1; D: -12; E: 8; F: 42*; G: 14; H: -1; I: -14

CC1Cc2ccccc2N1Cc1cc(=O)n2ccsc2n1 (configuration not stated)
  A: -8; B: 0.6; C: -1; D: -6; E: -13; F: -8; G: 0; H: 1; I: 19

CSc1ccccc1NC(=O)CN(C)C(=O)CCc1c[nH]c2ccccc12
  A: -9; B: 4.3; C: 1; D: 1; E: -14; F: -11; G: -1; H: -7; I: -24

O=C(/C=C/c1ccccc1)Nc1cccc(C(=O)NCCc2ccccc2)c1
  A: ·; B: 7.5; C: 13; D: 1; E: -1; F: ·; G: 68*; H: 19; I: 14

O=C(/C=C/c1ccc(Cl)cc1)OCC(=O)c1ccc[nH]1
  A: -6; B: 2.6; C: 1; D: -5; E: -19; F: 4; G: -8; H: -6; I: 2

O=C(CSc1nc2nc(-c3cccs3)cc(C(F)(F)F)c2c(=O)[nH]1)Nc1ccc(F)c(F)c1
  A: -16; B: 0.9; C: 7; D: -6; E: 4; F: -10; G: 3; H: 5; I: -2

O=C(CCNC(=O)c1ccc([N+](=O)[O-])cc1)NC1CCCc2ccccc21 (configuration not stated)
  A: ·; B: 0.1; C: 1; D: 0; E: 11; F: ·; G: 1; H: 5; I: -11

Cc1cc(/C=C2\SC(=Nc3ccc(N4CCOCC4)cc3)N(C)C2=O)c(C)n1-c1cccnc1
  A: -9; B: -0.2; C: -2; D: -8; E: -7; F: 3; G: -13; H: -4; I: 11

CO[C@@]1(NC(=O)Cc2cccs2)C(=O)N2C(C(=O)O)=C(COC(N)=O)CS[C@@H]21
  A: -7; B: 0.4; C: 0; D: -2; E: -3; F: -11; G: -7; H: -25; I: 24

CCOC(=O)N1CCN(Cc2cc(=O)oc3cc4c(cc23)CCC4)CC1
  A: -8; B: 1.0; C: -4; D: -2; E: -3; F: -11; G: -20; H: -13; I: 12

O=C(NCCNC(=O)c1cc(OCC(F)(F)F)ccc1OCC(F)(F)F)Nc1ccc(Cl)cc1
  A: -5; B: ·; C: 9; D: ·; E: ·; F: 4; G: 11; H: ·; I: ·

CC(C)OCCCNC(=O)c1ccncc1
  A: -5; B: -0.1; C: 2; D: -3; E: -7; F: -13; G: 16; H: -1; I: -7

CCOC(=O)C1=C(C)N(CCCC(=O)O)C(=O)NC1C(CC)CC (configuration not stated)
  A: -10; B: 0.6; C: 2; D: -2; E: -16; F: -6; G: -15; H: 0; I: 16

Cc1ccc(F)cc1C(=O)N1CCCCC1c1cc(C(=O)NCc2ccccc2)no1 (configuration not stated)
  A: ·; B: 1.2; C: 0; D: -5; E: -4; F: ·; G: -5; H: -12; I: 5
